Screening data deposited in PubChem by The Scripps Research Institute Molecular Screening Center.
GPR151 activ – activates the human receptor GPR151; PathHunter beta-arrestin GPR151 cells, luminescence; actives 1% (n = 650,000); AID 1508602; activation, % at 11.2 µM; in the data active = activation above about 4.9%;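 also: 0% = median of compound wells and 100% = cells with positive control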
Target sequence (Q8TDV0 whole entry, looked up): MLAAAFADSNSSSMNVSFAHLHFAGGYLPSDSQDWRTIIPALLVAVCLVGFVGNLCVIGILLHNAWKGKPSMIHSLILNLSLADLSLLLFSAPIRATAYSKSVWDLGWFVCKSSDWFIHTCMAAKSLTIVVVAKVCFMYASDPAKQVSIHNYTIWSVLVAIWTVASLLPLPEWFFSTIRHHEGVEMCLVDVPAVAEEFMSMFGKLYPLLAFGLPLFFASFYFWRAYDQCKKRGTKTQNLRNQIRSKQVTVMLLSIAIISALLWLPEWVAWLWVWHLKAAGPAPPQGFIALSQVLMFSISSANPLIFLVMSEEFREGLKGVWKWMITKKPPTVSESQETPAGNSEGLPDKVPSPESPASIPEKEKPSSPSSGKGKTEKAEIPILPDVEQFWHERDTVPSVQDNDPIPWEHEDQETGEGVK
FBW7 activator – human FBW7 E3 ligase activation, primary screen; Q969H0; AlphaScreen FBW7–phospho-cyclin E peptide binding, activator screen; normalized activity (activation), % at 26.1 µM; actives 0.13% (n = 650,000); in the data active = normalized activity above about 1.9%;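 also: purified mutant Fbw7 with reduced substrate affinity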
TEAD-YAP block – TEAD-YAP interaction inhibition; inhibition, % at 9.12 µM; HEK-TIYL cells, TEAD-Gal4/YAP UAS-luciferase luminescence; AID 1259422; actives 1.4% (n = 640,000); in the data active = inhibition above about 32%;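 also: 0% = median of test compound wells and 100% = reference inhibitor wells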
MITF primary – inhibitors of human MITF; actives 0.91% (n = 650,000); AlphaScreen MITF homodimerization, bead proximity signal; inhibition, % at 2.6 µM; AID 1259374; O75030; in the data active = inhibition above about 50%;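 also: 0% = vehicle wells with protein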
Target sequence (O75030 whole entry, looked up): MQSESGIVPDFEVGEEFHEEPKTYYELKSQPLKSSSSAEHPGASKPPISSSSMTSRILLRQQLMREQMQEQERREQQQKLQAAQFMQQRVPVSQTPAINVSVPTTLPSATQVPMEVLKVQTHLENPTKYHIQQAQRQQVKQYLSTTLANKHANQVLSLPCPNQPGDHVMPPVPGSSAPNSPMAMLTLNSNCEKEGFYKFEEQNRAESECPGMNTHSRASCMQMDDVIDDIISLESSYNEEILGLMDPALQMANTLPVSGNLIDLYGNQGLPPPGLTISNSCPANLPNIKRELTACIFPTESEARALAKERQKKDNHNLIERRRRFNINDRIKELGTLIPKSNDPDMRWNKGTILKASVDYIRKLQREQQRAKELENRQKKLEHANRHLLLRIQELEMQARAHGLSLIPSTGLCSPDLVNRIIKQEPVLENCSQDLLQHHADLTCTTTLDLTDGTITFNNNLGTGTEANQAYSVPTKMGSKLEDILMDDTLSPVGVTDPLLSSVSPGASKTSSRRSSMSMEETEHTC
Numbers without * were called inactive; & = joins results of further samples. Compounds were not picked by outcome (roughly 3.4% active in at least one column).

#	molecule	MITF primary	GPR151 activ	FBW7 activator	TEAD-YAP block
1	COc1ccc(NC(=O)C2=C(C)NC(=S)NC2c2cc(OC)c(OC)c(OC)c2)c(OC)c1 (stereo not drawn)	2.5	-0.1	0.0	1.4
2	CC(C)C1=NN2C(=N)/C(=C/c3ccc(OCc4ccccc4F)cc3)C(=O)N=C2S1	-9.9	-4.6	0.0	-17.9
3	CC(=O)c1cccc(CN2CCCC(CCC(=O)NCc3ccc(C)o3)C2)c1 (stereo not drawn)	-4.7	-1.0	-0.1	-0.1
4	O=C(c1cc(-c2ccc(Cl)cc2)on1)N1CCCC1	-12.2	0.1	0.0	-26.4
5	COC(=O)c1ccc(/C=C/C(=O)c2cccs2)cc1	-0.8	-4.4	-0.1	-44.2
6	CC(C)CCN1C(=O)C2C(C(=O)Nc3ccc(C(C)C)cc3)C3C=CC2(O3)C1C(=O)NC1CCCCC1C (stereo not drawn)	-0.7	-0.4	0.0	3.2
7	CC(=O)c1ccc(S(=O)(=O)N=C2C=C(C(C)(C)C)C(=O)C(C(C)(C)C)=C2)cc1	1.8	0.9	-0.1	4.8
8	O=C(Nc1ccc(OC(F)(F)F)cc1)c1nn2c(C(F)(F)F)cc(-c3cc(Br)cs3)nc2c1Br	0.1	0.8	-0.1	-7.3
9	O=C(NC(Cc1ccc([N+](=O)[O-])cc1)C(=O)NC1CCCC1)OCc1ccccc1 (stereo not drawn)	4.3	-1.4	0.3	2.3
10	CN(C(=O)/C=C\c1ccc2c(c1)OCO2)C(C(=O)Nc1ccc2c(c1)OCCO2)c1ccccc1 (stereo not drawn)	2.1	-0.9	0.1	-4.3
11	COc1ccccc1NC(=O)C1=C(C)NC(SCC(=O)Nc2ccccc2C)=C(C#N)C1c1ccco1 (stereo not drawn)	-0.8	-0.6	0.1	-5.3
12	CCc1ccccc1NC(=O)Cn1nnc(C(=O)Nc2ccc(C)c(C)c2)c1N	-3.3	2.7	0.0	1.7
13	COC(=O)C1=CN(CCCN2CCCC2=O)C=C(C(=O)OC)C1c1ccc(C)s1	-1.6	0.0	0.1	-0.5
14	COc1ccc(NC(=S)N(CC2CC=CCC2)CC2CCCO2)cc1 (stereo not drawn)	4.0	0.6	-0.1	-0.6
15	O=C(Nc1ccc(Cl)cc1C(=O)c1ccccc1Cl)c1cc2nc(-c3cccs3)cc(C(F)(F)F)n2n1	24.8	0.3	0.6	-14.4
16	O=S(=O)(c1cccc2nsnc12)N1CCN(Cc2ccccc2)CC1	-1.4	0.4	0.0	-3.8
17	Cn1cc(CN2CCc3ccc(NC(=O)C4CCCO4)cc3C2)c(-c2ccccc2)n1 (stereo not drawn)	1.1	1.4	0.4	7.7
18	O=C(Nc1nc(-c2ccccc2)cs1)Oc1ccccc1	13.4	0.1	0.0	-2.7
19	C=CCn1c2ccccc2c2nnc(SCC(=O)Nc3nnc(C)s3)nc21	5.1	1.8	0.1	0.3
20	COC(=O)c1ccc2c(c1)S(=O)(=O)NC(=NCc1ccco1)S2	20.2	-2.4	0.4	1.3
21	COc1ccc(N2C(=O)c3ccccc3NC2c2ccc(OCC(C)C)cc2)cc1 (stereo not drawn)	-5.8	3.1	-0.2	-2.3
22	COc1ccc(Cl)cc1NC(=O)c1cc(S(=O)(=O)NCc2ccccc2)ccc1F	9.5	0.4	-0.2	-3.6
23	NC(=O)COc1ccc(NC(=O)CCc2ccccc2)cc1	-14.2	0.6	-0.1	-2.8
24	CCCCOCC(O)Cn1c(Cc2ccccc2)nc2ccccc21 (stereo not drawn)	57.6*	0.9	-0.1	-5.9
25	CCn1c(C)cn2c3c(=O)n(Cc4ccccc4C)c(=O)n(C)c3nc12	-3.6	-1.1	0.1	2.1
26	CNC(=O)NC1CCCc2ccccc21 (stereo not drawn)	-1.1	1.6	0.8	-5.1
27	COc1cccc(-c2csc(/C(C#N)=C\Nc3ccccc3F)n2)c1	-7.3	2.6	0.1	1.4
28	Cc1c(NC(=O)COc2ccc(Cl)cc2)c(=O)n(-c2ccccc2)n1C	8.9	-0.6	0.7	3.3
29	COc1cccc(OC)c1C(=O)OCc1ccc([N+](=O)[O-])cc1	-9.9	1.6	-0.2	-1.8
30	Cc1cc(C)c2oc(-c3ccc(C)c(NC(=O)COc4ccc(C)c(C)c4)c3)nc2c1	1.4	-1.1	0.1	-6.1

Some values from above:
entry 28 | FBW7 activator = 0.7
entry 10 | FBW7 activator = 0.1
entry 30 | MITF primary = 1.4
entry 20 | TEAD-YAP block = 1.3
entry 22 | GPR151 activ = 0.4
entry 27 | TEAD-YAP block = 1.4
entry 19 | TEAD-YAP block = 0.3

(list continues)
#	molecule	MITF primary	GPR151 activ	FBW7 activator	TEAD-YAP block
31	CCC(C)NC(=O)c1nn(-c2ccc(OC)cc2)c(=O)c2ccccc12 (stereo not drawn)	-4.9	1.1	-0.1	-13.8
32	C=CCN1C(=O)S/C(=C/c2ccc(N3CCOCC3)cc2)C1=O	7.2	0.8	0.0	-60.0
33	Cc1onc(-c2ccccc2)c1CNS(=O)(=O)c1cccc(Cl)c1	15.1	-0.1	1.2	9.0
34	COc1ccc(NC(=O)C2CC(=O)N(Cc3ccc4c(c3)OCO4)C(=Nc3ccccc3)S2)cc1 (stereo not drawn)	-9.9	1.2	0.0	4.7
35	NS(=O)(=O)c1ccc2c(c1)OCCO2	8.8	-2.2	0.0	-1.1
36	COc1cc2c(cc1OC)C(COc1ccccc1OC)N(C(=O)Nc1cccc(Cl)c1)CC2 (stereo not drawn)	3.5	-1.1	0.1	1.6
37	COc1c(Cl)ccc(Cl)c1C(=O)Nc1cccc(C)c1	3.1	0.4	-0.2	3.6
38	Cc1cc(-c2nnc(CCC(=O)N(C)CC(C)CN3CCCC3)o2)no1 (stereo not drawn)	-11.9	-1.5	0.0	-5.0
39	CC(NC(=O)CNC(=O)C1O[C@@H]2OC(C)(C)O[C@@H]2[C@H]2OC(C)(C)O[C@@H]12)C(=O)O (stereo partly drawn)	5.2	2.9	0.0	2.5
40	CCOc1ccc(OCCCCNC(C)(C)C)cc1	14.8	0.8	-0.3	-5.4
41	CSc1ccccc1C(=O)Nc1ccccc1C(=O)NC(C)C	-3.4	-0.9	-0.1	-0.1
42	COc1ccc(C(C)=O)cc1COC(=O)c1ccc(O)cc1	-8.9	2.1	-0.1	6.7
43	Cc1ccc2c(=O)c(CN(C)C3CCN(C)CC3)c(C)[nH]c2c1C	1.2	-0.5	0.1	-9.9
44	CCOc1ccc(N(C(=O)c2ccccc2F)C2C=CS(=O)(=O)C2)cc1 (stereo not drawn)	14.7	-0.9	1.5	-6.0
45	O=c1/c(=C/c2cc(Br)ccc2F)sc2nc3ccccc3n12	-6.4	0.3	0.0	3.1
46	O=C(Nc1cccc(C(F)(F)F)c1)c1cc(Br)ccc1Cl	1.0	1.2	0.1	3.6
47	CC1CN(C(=O)c2ccccc2)OC(c2ccc([N+](=O)[O-])cc2)O1 (stereo not drawn)	-13.9	-1.0	-0.2	-5.6
48	C[C@H](NC(N)=O)C(=O)OCC(=O)Nc1cccc(F)c1	2.9	2.3	0.1	-3.8
49	C1=CC2c3c(ccc4ccccc34)NC(c3cccc4ccccc34)C2C1 (stereo not drawn)	8.7	-0.6	0.2	7.4
50	COc1ccc(Nc2nc(C)cc(NCc3cccc(C(F)(F)F)c3)n2)cn1	5.8	0.5	1.9*	29.3
51	COc1cccc(CNC(=O)CN(C)S(=O)(=O)c2ccc3c(c2)CCC(=O)N3)c1	0.5	0.3	-0.2	-0.4
52	COc1cccc(NC(=O)C(C)Sc2ccc(C)cc2)c1 (stereo not drawn)	-18.3	-0.4	0.2	3.6
53	CCN(CCO)Cc1ccc(C(=O)NCc2ccccc2Cl)c(=O)[nH]1	-7.8	0.8	-0.1	-32.6
54	O=C(N1CCN(c2ncccn2)CC1)C12CC3CC(CC(C3)C1)C2	-5.1	-0.7	-0.1	-6.9
55	CC(=O)NC1C(=O)N=C(SCC(=O)Nc2ccc(C)cc2)NC1=O (stereo not drawn)	4.7	-0.2	-0.6	7.0
56	CCOc1ccc(-n2c(N)c(C(=O)N3CCCC3)sc2=S)cc1	8.4	-1.3	0.0	-14.1
57	COC(=O)c1c(NC(=O)c2ccc(OC)cc2)sc2c1CCC(C)C2 (stereo not drawn)	8.7	0.3	-0.1	4.3
58	COc1cc2c(cc1NC(=O)C/C(C)=N/NC(=O)c1cccnc1)oc1ccccc12	-17.1	-0.3	0.2	-27.8
59	CC(Oc1ccc(Cl)cc1)C(=O)N/N=C/c1ccc2c(c1)OCO2 (stereo not drawn)	-2.8	0.0	-0.1	9.4
60	O=C(c1ccco1)N(C1CC1)C(Cc1ccccc1)C1CCN(Cc2nccs2)CC1 (stereo not drawn)	7.4	0.3	0.8	3.8
61	Cc1nn(-c2ccc(F)cc2)c(C)c1/C=C/C(=O)O	-7.1	0.3	0.1	5.1
62	O=C(Cc1ccc(Cl)cc1)NCCCN1CCOCC1	-3.8	1.5	0.0	-3.7
63	O=C(Cn1nc2c3c4c(sc3ncn2c1=O)CCCC4)N1CCc2ccccc21	6.8	0.1	-0.2	3.1
64	C/C(CC(=O)NC12CC3CC(CC(C3)C1)C2)=N\NC(=O)c1cccs1	6.7	0.6	0.3	-72.2
65	Cc1nnc(N/N=C\c2ccn(-c3ccc([N+](=O)[O-])cc3)c2)n1N	-1.0	0.3	-0.2	3.6
66	CC(C)NC(=O)C(=O)NCCN1CCN(S(=O)(=O)c2ccccc2)CC1	-17.8	-1.9	0.2	2.1
67	NNP1(=O)C=C(c2ccccc2)OC(c2ccccc2)=C1	-4.4	-2.4	0.6	1.2
68	Nc1ccc(S(=O)(=O)Nc2nccc(/C=C/c3ccc(Br)s3)n2)cc1	3.0	-0.9	0.3	-5.4
69	Cc1cc(C)n2nc(C(=O)NCc3ccc(N4CCCC4=O)cc3)cc2n1	3.4	1.1	0.1	-3.6
70	Nc1ccc(C(=O)Nc2ccc(-c3nc4ccccc4o3)cc2)cc1	-3.7	1.2&0.4	0.0	-56.8
71	CC(N=Cc1cc([N+](=O)[O-])ccc1O)c1ccccc1 (stereo not drawn)	19.6	0.9	0.9	1.0
72	C=C(C)Cn1c(CCCNC(=O)CCC)nc2ccccc21	10.2	2.7	0.0	-3.1
73	CCCCc1c(C)nc(N/N=C(\C)c2ccc([N+](=O)[O-])cc2)[nH]c1=O	1.3	1.5	-0.2	4.3
74	O=S1(=O)CC(O)C(NNC(=S)Nc2ccccc2)C1 (stereo not drawn)	10.2&20.5	0.8&0.8	-0.1&0.7	3.4&-2.6
75	Cc1ccccc1C(=O)NC(C)c1nnc2n1CCN(Cc1cccc(F)c1F)CC2 (stereo not drawn)	10.3	-0.7	0.3	7.1
76	O=C(Cn1c(N2CCOCC2)nc2ccccc21)c1ccccc1	2.2	-0.6	0.0	-5.7
77	COc1cccc(CCc2nnc(CCC(=O)NCCSC)o2)c1	3.0	0.8	-0.1	-3.0
78	Cn1cnnc1SCC(=O)Nc1sc2c(c1C#N)CCC2	4.3	-0.6	-0.1	8.9
79	CCCCNS(=O)(=O)CCNC(=O)c1ccc(OC)cc1	-13.1	0.9	0.2	3.0
80	O=C1CSC(c2ccc(F)c(F)c2)N1c1cc(Cl)cc(Cl)c1 (stereo not drawn)	7.7	-0.4	0.1	-10.3
81	COc1ccc(C(=O)N2CCN(C(=O)c3cccnc3)CC2)cc1OC	4.9	-0.4	0.3	3.4
82	COc1ccc(-n2c(/C=C\c3cccc(C(F)(F)F)c3)nc3cc(OC)c(OC)cc3c2=O)cc1Cl	0.0	-1.9	-0.1	-4.6
83	C=CCn1c(=O)n(CCC#N)c(=O)n(CCC#N)c1=O	3.8	-0.4	0.1	5.4
84	CCCOc1ccc(Br)cc1/C=C1\NC(=S)NC1=O	-9.0	-0.5	-0.1	-4.2
85	O=C(NCC1CCNCC1)c1ccncc1	-11.4	0.7	0.0	-13.9
86	CC1=CC(C)(C)N(C(=O)CSc2nncn2C)c2ccccc21	4.6	-0.2	-0.1	-10.4
87	CC1CCCC(NC(=O)CN2C(=O)CSc3ccccc32)C1C (stereo not drawn)	6.3	-0.1	0.0	4.2
88	COc1cc2nc(-c3c(OC)cccc3OC)oc(=O)c2cc1OC	-8.7	-1.1	-0.1	-8.1
89	C=CCNC(=S)NC(=O)c1cccs1	-4.5	-0.1	0.0	-5.7
90	Cn1c(=O)oc2cc(S(=O)(=O)N3CCCc4ccccc43)ccc21	8.1	-0.6	0.8	55.1*
91	NC(=O)c1oc2ccccc2c1NC(=O)CSc1ccccc1	-4.5	-0.5	-0.1	11.1

Profiles, quoted from the list.
Cc1nnc(N/N=C\c2ccn(-c3ccc([N+](=O)[O-])cc3)c2)n1N reads MITF primary: -1.0; GPR151 activ: 0.3; FBW7 activator: -0.2; TEAD-YAP block: 3.6
COc1cccc(OC)c1C(=O)OCc1ccc([N+](=O)[O-])cc1 reads MITF primary: -9.9; GPR151 activ: 1.6; FBW7 activator: -0.2; TEAD-YAP block: -1.8

Random excerpt: three compounds from above
#	molecule	MITF primary	GPR151 activ	FBW7 activator	TEAD-YAP block
77	COc1cccc(CCc2nnc(CCC(=O)NCCSC)o2)c1	3.0	0.8	-0.1	-3.0
68	Nc1ccc(S(=O)(=O)Nc2nccc(/C=C/c3ccc(Br)s3)n2)cc1	3.0	-0.9	0.3	-5.4
84	CCCOc1ccc(Br)cc1/C=C1\NC(=S)NC1=O	-9.0	-0.5	-0.1	-4.2
